Screening results as filed in PubChem.
CASP6 VEID inh: inhibitors of human caspase-6; purified caspase-6, Z-VEID-R110 cleavage fluorescence; 350,000 compounds, 0.53% hits; AID 686996; inhibition, % at 12.5 µM;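 active means mean inhibition across replicates at least about 35%, with every replicate also reaching that limit, limit read from the data; inconclusive means only one of the two criteria met; inactive means neither criterion met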;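 further: 0% = median of neutral control wells and 100% = no fluorescence left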
Target sequence (P55212 24-179 limits assumed): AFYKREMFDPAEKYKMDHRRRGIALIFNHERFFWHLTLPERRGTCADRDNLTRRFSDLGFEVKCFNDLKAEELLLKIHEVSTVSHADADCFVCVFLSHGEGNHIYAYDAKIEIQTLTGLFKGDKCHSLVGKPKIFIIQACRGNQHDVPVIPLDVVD
Target sequence (P55212 194-293 limits assumed): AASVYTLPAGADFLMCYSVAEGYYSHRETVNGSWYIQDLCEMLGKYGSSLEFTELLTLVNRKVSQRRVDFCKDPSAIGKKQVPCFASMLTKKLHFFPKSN
Cneo AK release: causes C. neoformans cell lysis; adenylate kinase release luminescence, 4 h; normalised: neutral wells 0, clomiphene wells 100; lysis activity, % at 15 µM; 360,000 compounds, 0.2% hits;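 active means mean lysis activity across replicates of at least 80%, whatever share of replicates individually reach that level; inactive means mean lysis activity below 80%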
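Assay system: C. neoformans cells. Amount: yeast cell density of 5 × 10^6 cells/mL. Technique: AK luminescence. Buffer or medium: YPD. Times: static 4 h at 37 °C with compound, 1 h detection. Dosing: single-point compound dose. Read-out: lysis from increased AK signal.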
miR-122 sensor: miR-122 inhibition in Huh7 cells. Huh7 miR-122 Renilla luciferase sensor, 48 h; neutral wells = 0, positive control = 100. activation (reporter increase), % at 12.5 µM. 340,000 compounds, 0.3% hits;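 active means mean replicate activation score at least 90 and every replicate individually at or above 90; inconclusive means only one of the two criteria met; inactive means neither criterion met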;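 further: higher luciferase means less miR-122 activity so hits act as miR-122 inhibitors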
LGR2 inh: blocks bursicon-induced cAMP signaling via Drosophila LGR2. HEK293 LGR2, CRE-luciferase, bursicon-stimulated, 4 h. inhibition, % at 9.99 µM. 380,000 compounds, 0.35% hits;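 active means drop in luminescence signal, shown as inhibition above about 50% in the replicate tests, limit read from the data, passing the limit was not always enough; inconclusive means probably only some replicates passing the limit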;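 further: agonist challenge used bursicon conditioned medium at about half maximal strength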
FN deposition inh: fibronectin deposition inhibition. AH1F fibroblasts, Alexa488-fibronectin deposition fluorescence, overnight. inhibition, % at 12.6 µM. 350,000 compounds, 0.086% hits. AID 743247;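 active means mean inhibition across replicates of 30% or more, regardless of how many single replicates reach that level; inconclusive means mean under 30% yet at least half of replicates reach 30%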;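 further: positive control wells lacked labelled fibronectin entirely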
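Material – AH1F fibroblast monolayer, labelled fibronectin deposition · Reagent – labelled fibronectin 24 nM · Timing – 1 h adhesion, overnight exposure · Measured by – fluorescence at 485 nm excitation, 525 nm emission · Read-out – inhibition of fibronectin deposition signal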
PGC1a acetyl inh: PGC1a acetylation modulation, inhibitor mode | U2OS PGC1a acetylation, AlphaScreen anti-acetyl-lysine; with virally co-expressed GCN5 acetyltransferase | inhibition, % at 15.6 µM | 350,000 compounds, 0.17% hits | AID 651687;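 active means every replicate shows inhibition of at least 40%; inconclusive means mean inhibition at least 40% but some replicate below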;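 further: 0% = neutral control wells and 100% = positive control wells; some results beyond the cut were filed as inactive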
PAX8 inh HTS: lowers PAX8-driven luciferase in RMG-I cells | 360,000 compounds, 1.2% hits | inhibition, % at 12.6 µM | RMG-I TPO-luciferase reporter, SteadyGlo, 24 h;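 active means mean replicate inhibition at least 60% with every replicate also reaching 60%; inconclusive means only one of the two criteria is met; inactive means mean below 60% and not all replicates reaching 60%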;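 further: luciferase light reporting Pax8 driven TPO promoter activity; plate controls were median of neutral control wells for no effect and mitoxantrone controls for full effect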
EWS-Fli inh: EWS/Fli transcriptional activity inhibition. A673 NR0B1-luciferase reporter, viability-normalised. inhibition, % at 12.6 µM. 350,000 compounds, 0.67% hits. AID 651661;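 active means mean inhibition of at least 50% after viability correction, with every replicate also passing that limit; inconclusive means mean reaches 50% but only one of two replicates passes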;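 further: firefly luciferase signal divided by Alamar Blue viability fluorescence both relative to DMSO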
Active calls of the source: *; ? = inconclusive; . = no result given; [ ] = remark or other dose. This is a subset (hit frequency here may not be typical).

SMILES	CASP6 VEID inh	Cneo AK release	miR-122 sensor	LGR2 inh	FN deposition inh	PGC1a acetyl inh	PAX8 inh HTS	EWS-Fli inh
COc1ccc(Cl)cc1C(=O)C1CCCN(Cc2cnc(C)s2)C1 (configuration not stated)	2	3	-4	29	.	4	-2	5
NC(=O)CSc1nnc([C@@H](N)Cc2c[nH]c3ccccc23)o1	.	4	2	.	-10	.	-1	.
Cc1cc(N2C(=O)C3CCCN3C2c2ccccc2)no1 (configuration not stated)	.	-3	-1	.	-8	-9	-8	.
O=C(Cc1cccnc1)N1CCCCN2[C@H](C1)[C@@H](c1ccc(/C=C/c3ccccc3)cc1)[C@@H]2CO	-6	4	17[16.7 µM]	6	.	-6	-10	6
Cc1ccccc1-c1ccc2n1Cc1cnnn1-c1ccccc1-2	-1	1	-3	-7	8	-22	13	-3
COc1cc2c(cc1C=O)OCO2	3	.	.	30	1	.	8	-2
COc1cccc(-c2ccc([C@@H]3[C@H]4CN(C(=O)Cc5ccncc5)CCCCN4[C@H]3CO)cc2)c1	.	-2	27[16.7 µM]	-12	8	-27	-17	.
C[C@@H]1COc2cc(N3CCN(C)CC3)ccc2S(=O)(=O)N1	-21	.	.	-16	11	.	-3	-16
N#Cc1c(Br)n(C2OC(CO)C(O)C2O)c2ncnc(N)c12 (configuration not stated)	9	.	0	31	11	21	82*	30
Cc1ccc(-n2c(=S)[nH]c3ccccc3c2=O)cc1C	-2	0	9	-11	-1	-2	-25	-7
COc1ccc(N=Nc2c(O)[nH]c(=S)[nH]c2=O)cc1	0	.	.	1	5	.	-119	-59
O=C(COc1ccc(Br)cc1)N1CCN(Cc2ccc3c(c2)OCO3)CC1	-2	1	2	15	3	.	13	.
O=c1[nH]c(=S)n(CCC2=CCCCC2)c(O)c1C=NC1CCN(Cc2ccccc2)CC1	.	0	-4	.	-6	-11	.	.
CCOP(=O)(OCC)C1(C(=O)O)CCCC1	-1	1	0	8	8	-5	18	-4
Cc1noc(C)c1C(=O)N1CCC2(CC1)OCCO2	2	.	0	-6	.	10	.	-8
O=C1C2CCCN2C(c2cccnc2)N1c1ccc(Cl)cc1 (configuration not stated)	.	3	26	.	5	.	9	.
CC(C)Oc1cccnc1N(C)C1CCN(Cc2ccccc2)CC1	-2	0	-12	.	-17	?	-1	-4
COc1ccccc1NC(=O)c1cn(CCC#N)nc1-c1ccc(F)cc1	1	1	7	2	-2	12	23	7
COCCNC(=O)c1ccc(N2CC3CC(C2)c2cccc(=O)n2C3)c([N+](=O)[O-])c1 (configuration not stated)	4	0	2	-6	-8	-1	3	8
CN(C)P(=O)(CCl)Nc1ccccc1 (configuration not stated)	.	2	9	24	2	-2	-8	.
Cc1cc(OC(C)C(=O)NCC(O)c2ccccc2)c2c3c(c(=O)oc2c1)CCC3 (configuration not stated)	1	0	2	-18	1	11	-5	-2
C(CCc1nn[nH]n1)CCc1nn[nH]n1	2	.	.	1	11	.	-8	9
COc1ccc(NC(=S)NC(NC(=O)CF)C(Cl)(Cl)Cl)cc1[N+](=O)[O-] (configuration not stated)	-1	2	.	15	9	.	5	4
O=C(Cc1ccccc1)N1CCN(CCCc2ccccc2)CC1	-1	2	.	8	6	.	16	2
O=c1[nH]c2ccccc2n1C1CCN(C(c2cc3ccccc3o2)c2nnnn2-c2ccc3c(c2)OCCO3)CC1 (configuration not stated)	-3	0	-11	96*	4	9	103*	26
Cc1nc2c(-c3ccccc3)c(C)nn2c(C)c1CCC(=O)N1CCC2(CC1)OCCO2	.	-1	-3	.	6	.	-2	.
COc1ccc2[nH]c3c(c2c1)CCNC3	-4	-2	3	.	.	-10	.	14
CC1c2ccccc2-n2nncc2CN1C (configuration not stated)	-3	5	-7	7	0	-2	-1	-1
CC(C(=O)c1c[nH]c2ccccc12)N1CCOCC1 (configuration not stated)	5	.	.	4	1	.	7	16
Cn1c(O)c(C=NCCc2c[nH]c3ccccc23)c(=O)n(C)c1=O	.	-3	9	.	0	8	9	.

A portion of the results above, as a working copy:
SMILES	CASP6 VEID inh	Cneo AK release	miR-122 sensor	LGR2 inh	FN deposition inh	PGC1a acetyl inh	PAX8 inh HTS	EWS-Fli inh
CC1c2ccccc2-n2nncc2CN1C (configuration not stated)	-3	5	-7	7	0	-2	-1	-1
CC(C(=O)c1c[nH]c2ccccc12)N1CCOCC1 (configuration not stated)	5	.	.	4	1	.	7	16
Cn1c(O)c(C=NCCc2c[nH]c3ccccc23)c(=O)n(C)c1=O	.	-3	9	.	0	8	9	.

Further results.
SMILES	CASP6 VEID inh	Cneo AK release	miR-122 sensor	LGR2 inh	FN deposition inh	PGC1a acetyl inh	PAX8 inh HTS	EWS-Fli inh
Cc1cccc(NC(=O)COC(=O)c2cc(C)n(C3CC3)c2C)c1	0	-3	.	12	1	.	13	-1
COc1ccc(NC(=O)c2cn(CCC#N)nc2-c2ccccc2)cc1	0	-3	2	-8	-4	-7	-8	-2
Cc1ccsc1C(=O)C1CCCN(Cc2ccn[nH]2)C1 (configuration not stated)	-4	.	4	-1	-5	-1	-5	-1
COC(=O)C1=C(c2ccc(S(C)(=O)=O)cc2)C[C@@H]2CC[C@H]1N2C(=O)NCCO	.	-1	-6	-4	9	9	-2	2
O=[N+]([O-])c1ccc(C(=Nc2ccccc2)N2CC2)cc1	-4	.	-9	8	-2	-2	-29	-14
CC(C(=O)c1ccc(Cl)cc1Cl)n1cncn1 (configuration not stated)	0	2	-3	-6	11	-5	4	-1
O=c1c2ccccc2nc(CNCC2CCCO2)n1-c1ccc(F)cc1 (configuration not stated)	0	4	-1	9	-2	3	-11	-12
CC(C)(C)NC(=O)CN1CCCN(C(=O)COc2ccc(Cl)c3ccccc23)CC1	1	1	2	1	-5	-7	14	-1
COC(=O)[C@H]1[C@H](CO)[C@H]2Cn3c(ccc(C4=CCCCC4)c3=O)[C@@H]1N2Cc1ccccc1OC	0	.	.	6	.	.	3	-7
CCC(C)C1N=C(c2ccccc2)c2cc(Cl)ccc2N(CC(=O)NCc2ccco2)C1=O (configuration not stated)	0	-2	-4	19	1	-17	17	0
O=C(Cc1ccccn1)N1CCCCN2[C@H](CO)[C@H](c3ccc(C#Cc4ccccc4)cc3)[C@H]2C1	-11	1	1[16.7 µM]	-1	.	4	4	4
NCC(=O)c1ccccc1	.	2	28	.	-5	-1	-14	-22
O=Cc1cn(Cc2ccc(F)cc2Cl)c2ccccc12	-1	1	4	21	-4	.	31	3
CCc1ccccc1NC(=O)CNCc1ccccc1	1	.	3	-1	-10	-3	-2	1
N[C@@H]1C[C@H]1c1ccccc1	0	0	1	-9	.	9	2	7
Cc1nn(C)c(C)c1P(=S)(c1c(C)nn(C)c1C)N(C)C	1	1	1	-9	.	-10	.	-15
CC(=O)NCC(=O)Nc1ccc(Br)cc1C(=O)c1ccccc1	-2	.	.	3	-6	.	-3	3
CCCCn1c(O)c(C(C)=NCc2ccc3c(c2)OCO3)c(=O)[nH]c1=O	-4	.	.	-1	8	.	12	14
COc1ccc(C(c2nnnn2-c2c(C)cccc2C)N2CCC(n3c(=O)[nH]c4ccccc43)CC2)cc1 (configuration not stated)	1	-9	-8	26	.	-19	4	13
COC(=O)C1=C(c2ccc(Cl)c(C(F)(F)F)c2)C[C@@H]2CC[C@H]1N2C(=O)NCCO	5	3	-6	-20	0	12	-16	-1
CCCC(CCC)C(=O)OC[N+](C)(C)CCOC(=O)C(O)(c1ccccc1)C1CCCC1 (configuration not stated)	1	3	1	7	-31	3	14	-3
CN1CCN(Cc2ccc(N)cc2)CC1	-20	.	.	24	11	.	-27	11
O=C(O)C1C2CC3CC(C2)CC1(n1ncc(N2CCC4(CC2)OCCO4)c(Cl)c1=O)C3 (configuration not stated)	1	.	5	10	-1	1	4	8
CCNCCNc1ccc([N+](=O)[O-])c2cccnc12	-4	1	-8	.	4	13	-27	-1
COc1cc2c(cc1OC)[C@@H]1C(=O)c3ccc4c(c3O[C@@H]1CO2)C[C@H](C(C)C)O4	-3	-17	-7	10	-8	14	12	44
CC=Cc1ccc2n(c1=O)C[C@@H]1[C@@H](CO)[C@H](C(=O)OC)[C@H]2N1CC1CC1 (mixture of isomers)	1	3	-1[16.7 µM]	2	.	.	.	-6
O=C(N/N=C/c1c(O)n(C2CC2)c(=S)[nH]c1=O)c1ccccc1	2	0	.	-14	-1	.	-33	.
CC1=NN=C(c2ccc(N)cc2)c2cc3c(cc2C1)OCO3	.	-1	2	-21	-5	6	6	-2
O=C1NCN(c2ccccc2)C12CCN(C(c1cccc3ccccc13)c1nnnn1C1CCCC1)CC2 (configuration not stated)	-2	1	21	15	-1	-33	-2	8
O=[N+]([O-])c1ccc(Cl)cc1	-2	0	-2	4	.	-13	.	-16
CN=C1CN(O)C(c2ccccc2)=c2cc(Cl)ccc2=N1	-1	-1	6	.	5	.	-17	-6
Cc1c(NC(=O)C(C)OC(=O)Cc2ccccc2)c(=O)n(-c2ccccc2)n1C (configuration not stated)	-3	3	-4	4	.	-1	.	0
O=C(O)[C@H]1[C@H](CO)[C@H]2Cn3c(ccc(-c4cccnc4)c3=O)[C@@H]1N2S(=O)(=O)c1ccccc1F	2	-3	3[16.7 µM]	3	.	.	-25	-1
CCOC(=O)C1(c2ccccc2)CCN(CC(=O)c2ccc(NC(C)=O)cc2)CC1	-3	2	.	5	-7	1	1	10
Cc1c(C(=O)Nc2ccccc2)cc(-c2ccccc2)n1CCCN1CCOCC1	1	-1	-5	12	-1	-8	-21	1
CN(C)c1ccc(C=C2C(=O)NC(=O)NC2=O)cc1	1	-2	.	8	-5	3	1	-5
Cc1cc(OC(=O)CCNC(=O)OC(C)(C)C)c2c3c(c(=O)oc2c1)CCC3	.	2	0	?	8	0	.	.
O=c1[nH]c2cc(Cl)ccc2n1C1CCN(Cc2ccc(-c3nc4ccccc4nc3-c3ccccc3)cc2)CC1	1	.	.	4	-8	.	48	19
O=S(=O)(c1ccc(F)cc1)N1CCCC1c1cccnc1 (configuration not stated)	2	4	.	-6	-1	3	1	6
COC(=O)C1=C(c2ccc(F)cc2OCc2ccccc2)C[C@@H]2CC[C@H]1N2C(=O)NCc1ccc2c(c1)OCO2	1	-1	-7	2	21	-11	40	6
CCOC(=O)c1cccc(NC(=O)c2c(O)[nH]c(=O)[nH]c2=O)c1	.	-8	-1	24	5	0	7	1
O=Cc1cn(Cc2ccc(F)cc2)c2ccccc12	2	1	.	5	-2	.	0	6
COc1ccc(C(CNC(=O)Cc2ccc(Cl)c(Cl)c2)N(C)C)cc1 (configuration not stated)	0	.	.	17	.	.	-10	-7
CCn1ccnc1CN1CCCC(C(=O)c2cc(Cl)ccc2OC)C1 (configuration not stated)	0	.	.	21	-8	.	12	19
N/C(=N\N=C/c1ccc(-c2ccc(O)c(C(=O)O)c2)o1)N[N+](=O)[O-]	.	0	.	8	-10	16	.	.
COC(=O)[C@@H]1[C@@H](CO)[C@@H]2Cn3c(ccc(-c4ccccc4F)c3=O)[C@H]1N2C(C)=O	1	46	-3[16.7 µM]	-16	.	.	6	-7
CCC(N)Cc1c[nH]c2ccccc12 (configuration not stated)	0	5	-4	26	1	.	9	13
COc1nc2ccccc2c(=O)n1-c1ccc(Cl)cc1	-5	.	.	-21	7	.	37	-2
